High-throughput results: PubChem, several laboratories
RPL19A-GFP yeast: RPL19A-GFP expression modulators in yeast, primary screen, cell-based, S. cerevisiae, multiplex flow cytometry, MLPCN. S. cerevisiae RPL19A-GFP strain, 3 h; hits give low values. percent response vs DMSO, % at 10 µM. hit rate 0.3% among 330,000;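 active = percent response vs DMSO below 50%; inconclusive = fewer than 70 events counted for the yeast strain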;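 also: median channel GFP fluorescence of the barcoded RPL19A-GFP strain; ratio of sample median GFP to plate DMSO average so 100% = DMSO; lower means less RPL19A-GFP as with rapamycin TOR inhibition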
LAP4-GFP MLPCN: modulators of LAP4-GFP expression in yeast, primary screen, S. cerevisiae, multiplex flow cytometry, MLPCN library; 3 h; median GFP as percent of DMSO wells; GFP response vs DMSO, % at 10 µM; hit rate 0.34% among 320,000;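 active = GFP response vs DMSO above a set limit, about the screen mean plus 3 SD, cut at about 150% in these data; inconclusive = under 70 cell events counted for the yeast strain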
Yeast superoxide: reduction of superoxide in aged yeast, primary screen, HTS; AID 2690, 2010; superoxide response (% of plate mean), % at 10 µM; S. cerevisiae aged cells, superoxide DHE fluorescence; hits give low values; hit rate 0.18% among 330,000;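 active = superoxide response under a set limit, about three screen SD below normal, cut at about 65% in these data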;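 also: yeast aged for seven days with compound at 30 °C before DHE staining; 100% = average MFI of all compound-treated wells on the plate with controls excluded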
MEP2-GFP yeast: modulators of MEP2-GFP levels in yeast, primary screen, S. cerevisiae, multiplex flow cytometry, MLPCN library; hit rate 0.51% among 330,000; GFP response vs DMSO, % at 10 µM; S. cerevisiae MEP2-GFP strain, 3 h; 100% = DMSO control level;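 active = GFP response versus DMSO above a set limit, roughly screen mean plus 3 SD, cut at about 180% in these data; inconclusive = fewer than 70 cells counted for a yeast strain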;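 also: median GFP fluorescence of the barcode-gated MEP2-GFP cells per well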
AGP1-GFP MLPCN: modulators of AGP1-GFP expression in yeast TOR pathway, primary screen, cell-based, multiplex flow cytometry, S. cerevisiae, MLPCN library | 3 h; GFP as percent of DMSO wells | GFP response vs DMSO, % at 10 µM | hit rate 0.02% among 320,000 | AID 2066, 2009;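 active = GFP response relative to DMSO above a set limit, near screen average plus 3 SD, cut at about 150% in these data; inconclusive = fewer than 70 cells counted for the yeast strain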;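 also: median GFP channel fluorescence of the gated AGP1 strain per well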
AHR act: AHR activators, primary screen, cell-based, luminescence, luciferase reporter, human | hit rate 2.5% among 320,000 | activation, % at 5 µM | Aryl hydrocarbon receptor (Homo sapiens), P35869 | AHR-responsive luciferase reporter cells; in the data active = activation above about 47%;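 also: 0% = vehicle wells and 100% = reference agonist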
Target sequence (P35869 whole entry, looked up): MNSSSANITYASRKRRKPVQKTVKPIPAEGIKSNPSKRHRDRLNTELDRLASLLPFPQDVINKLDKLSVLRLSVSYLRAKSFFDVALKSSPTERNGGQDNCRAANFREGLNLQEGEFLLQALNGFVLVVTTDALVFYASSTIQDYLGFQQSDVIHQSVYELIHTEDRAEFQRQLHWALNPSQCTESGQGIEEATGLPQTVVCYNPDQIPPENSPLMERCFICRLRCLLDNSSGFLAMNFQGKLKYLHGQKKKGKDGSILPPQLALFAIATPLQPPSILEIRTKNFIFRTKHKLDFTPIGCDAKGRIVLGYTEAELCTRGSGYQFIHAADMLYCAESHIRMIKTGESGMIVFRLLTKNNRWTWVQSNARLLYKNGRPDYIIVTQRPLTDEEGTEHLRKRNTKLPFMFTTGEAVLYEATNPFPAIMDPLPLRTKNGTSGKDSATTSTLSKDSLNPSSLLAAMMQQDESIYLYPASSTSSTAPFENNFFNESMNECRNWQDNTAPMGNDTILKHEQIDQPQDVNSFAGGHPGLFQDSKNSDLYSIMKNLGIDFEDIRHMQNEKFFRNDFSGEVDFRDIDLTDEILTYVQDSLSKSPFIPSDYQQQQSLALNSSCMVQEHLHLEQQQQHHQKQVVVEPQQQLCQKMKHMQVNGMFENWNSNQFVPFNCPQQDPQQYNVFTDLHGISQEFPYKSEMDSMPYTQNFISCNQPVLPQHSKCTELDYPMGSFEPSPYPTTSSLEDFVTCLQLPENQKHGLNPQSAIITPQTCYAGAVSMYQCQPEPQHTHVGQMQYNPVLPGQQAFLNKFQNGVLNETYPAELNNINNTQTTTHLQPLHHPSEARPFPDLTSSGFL
Efflux pump inh: inhibitors of Candida efflux pumps in yeast, primary screen, S. cerevisiae, Nile Red, multiplex; S. cerevisiae Candida pump triplex; inhibition, % at 10 µM; hit rate 0.44% among 330,000; AID 485275, 2010;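 active = plate passing quality check with inhibition over a set limit, or well fluorescence over plate mean plus 4 SD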;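 also: Nile Red retained in pooled yeast measured as flow cytometry median fluorescence; 0% = buffer negative control and 100% = Enniatin B positive control; higher means more Nile Red kept so more efflux inhibition; some compounds called inactive have numbers as strong as hits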
CIT2 TOR yeast: modulators of CIT2-GFP expression in yeast, primary screen, S. cerevisiae, GFP fusion, multiplex flow cytometry, MLPCN library | S. cerevisiae CIT2-GFP strain, 3 h; 100 means same as DMSO wells | GFP response vs DMSO, % at 10 µM | hit rate 0.065% among 320,000;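 active = GFP response relative to DMSO above a set limit, near the screen mean plus 3 SD, cut at about 150% in these data; inconclusive = Fewer than 70 cells measured for a yeast strain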;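 also: ratio of well median GFP fluorescence to mean of DMSO wells on the plate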
An asterisk follows results filed as active; ? = inconclusive; . = no result given; [ ] = another dose, or the depositor's remark. Compounds as they come; any-hit rate near 3.9%.

#	SMILES	RPL19A-GFP yeast	LAP4-GFP MLPCN	Yeast superoxide	MEP2-GFP yeast
1	Cc1ccc(S(=O)(=O)NCCCNS(=O)(=O)c2ccccc2[N+](=O)[O-])cc1	109	88	95	106
2	CC(C)Oc1ccc(S(=O)(=O)N2CCOCC2)cc1NC(=O)Cc1cccs1	102	101	92	99
3	Cc1ccc(OCCn2nnc3ccccc32)cc1C	97	112	92	97
4	N#Cc1c(-c2ccc(Cl)cc2Cl)nc2n(c1=O)CCS2	99	96	110	103
5	CN(C)CCCN(C(=O)c1ccc(S(=O)(=O)N2CCc3ccccc32)cc1)c1nc2ccc(F)cc2s1	107	78	93	100
6	COc1ccc(S(=O)(=O)N2CCC3(CC2)OCCN3S(=O)(=O)c2cccs2)cc1OC	105	99	98	105
7	CCOc1ccccc1N=c1oc2cc(O)ccc2cc1C(=O)NCC1CCCO1 (configuration not stated)	94[may fluoresce violet]	104[may fluoresce violet]	88	128[may fluoresce violet]
8	COC(=O)/C(C#N)=C/N(C)C	95	104	104	89

#	AGP1-GFP MLPCN	AHR act	Efflux pump inh	CIT2 TOR yeast
1	105	0	-0.1	109
2	103	5	0.1	101
3	99	2	0.1	89
4	102	2	0.1	101
5	103	1	0.7	109
6	113	1	-0.1	106
7	29[may fluoresce violet]	0	0.5	?
8	105	2	-0.1	97

Values by screen from the list:
Compounds 1–8 in MEP2-GFP yeast: 106, 99, 97, 103, 100, 105, 128[may fluoresce violet], 89

Further records:
#	SMILES	RPL19A-GFP yeast	LAP4-GFP MLPCN	Yeast superoxide	MEP2-GFP yeast
9	COc1cccc(/C=N/NC(=O)c2ccc([N+](=O)[O-])cc2Cl)c1O	96	85	101	92
10	CC(C)Cn1c(N)c(C(=O)COC(=O)CCNS(=O)(=O)c2ccccc2)c(=O)n(C)c1=O	103	103	96	101
11	O=C(Nc1ccc(Cl)c(S(=O)(=O)N2CCCCC2)c1)c1cnccn1	98	104	96	107
12	COc1cc(OC)cc(C(=O)OCC(=O)NCCCc2ccccc2)c1	104	96	96	102
13	O=C(CCC(=O)Nc1ccc(Br)cc1)N/N=C/c1ccc(F)cc1	98	88	102	97
14	CCC(C)Oc1nc2c(c(=O)n(C)c(=O)n2C)n1C (configuration not stated)	93	.	90	97
15	O=C(COc1ccc(-n2cnnn2)cc1)Nc1ccc(F)c(F)c1F	102	106	124	95
16	CCSc1nnc(CCNC(=O)OC(C)(C)C)o1	98	102	97	100

#	AGP1-GFP MLPCN	AHR act	Efflux pump inh	CIT2 TOR yeast
9	95	6	-0.1	94
10	115	0	-0.1	119
11	101	3	-0.1	94
12	101	1	0.1	104
13	91	3	0.0	93
14	100	10	-0.1	101
15	99	-5	0.2	94
16	95	-2	0.2	95

(more compounds)
#	SMILES	RPL19A-GFP yeast	LAP4-GFP MLPCN	Yeast superoxide	MEP2-GFP yeast
17	Cc1ccc(Cn2c(S(=O)(=O)O)nc3ccccc32)cc1	96	100	101	98
18	N#C/C=C\Oc1ccc(Cl)cc1N	.	99	86	108
19	COc1cc(C2C3CN(C)CC=C3C(C#N)=C(N)C2(C#N)C#N)ccc1OC(C)C (configuration not stated)	99	94	115	101
20	CC1CCC(=NNC(=O)c2ccccc2-n2cccc2)CC1 (configuration not stated)	101	104	99	104
21	Cc1ccc(CS(=O)(=O)Cc2ccc(C(=O)NC3CCCC3)o2)cc1	108	106	86	129
22	CCC(C)NS(=O)(=O)c1cccs1 (configuration not stated)	101	97	97	95
23	COC(C(=O)Nc1ccc(S(=O)(=O)Nc2c(C)cccc2C)cc1)c1ccccc1 (configuration not stated)	114	102	84	102
24	Nc1cnc(-c2ccccc2)nc1Cl	106	89	91	103

#	AGP1-GFP MLPCN	AHR act	Efflux pump inh	CIT2 TOR yeast
17	103	-3	-0.1	102
18	110	25	-0.1	120
19	104	4	-0.1	100
20	109	40	-0.1	98
21	112	0	-0.1	110
22	93	1	0.1	102
23	107	5	0.1	116
24	92	37	0.1	99

Following part.
#	SMILES	RPL19A-GFP yeast	LAP4-GFP MLPCN	Yeast superoxide	MEP2-GFP yeast
25	NC(=O)C1CCN(C(=O)c2cc(-c3ccc(Cl)s3)nc3ccccc23)CC1	97	94	90	94
26	CC(C)CCn1c(=O)c2c(nc3n2CCCN3Cc2ccccc2)n(C)c1=O	101	102	95	107
27	O=C(COC(=O)/C=C/c1ccco1)Nc1ncc(Cl)cc1Cl	98	92	120	99
28	Fc1cccc(Cc2noc(CN3CCCN(C4Cc5ccccc5C4)CC3)n2)c1	94	96	83	98
29	CC(C)CN(C(=O)COC(=O)CCN1C(=O)c2ccccc2C1=O)C1CCS(=O)(=O)C1 (configuration not stated)	102	101	95	106
30	Cc1cc(Cl)ccc1NC(=O)CN1C(=O)CSc2ccc(S(=O)(=O)N3CCOCC3)cc21	100	99	99	97
31	CC(=O)c1ccc(NS(=O)(=O)c2ccc3ccccc3c2)cc1	97	90	77	102
32	Cc1cc(-c2ccc(C(C)C)c(S(=O)(=O)NCc3ccco3)c2)on1	104	102	112	106

#	AGP1-GFP MLPCN	AHR act	Efflux pump inh	CIT2 TOR yeast
25	98	5	-0.3	97
26	104	3	-0.1	108
27	94	2	0.0	96
28	98	0	0.1	96
29	103	5	0.2	98
30	97	4	0.1	98
31	98	1	-0.3	110
32	99	9	-0.2	98

Additional results:
#	SMILES	RPL19A-GFP yeast	LAP4-GFP MLPCN	Yeast superoxide	MEP2-GFP yeast
33	CC/C(=N\Nc1ccc([N+](=O)[O-])cc1[N+](=O)[O-])c1ccc(O)cc1	95	107	98	100
34	COc1ccc([C@H]2CC(=O)C=C(c3ccc4[nH]ccc4c3)C2)cc1OC	95	108	96	96
35	CC(=O)Nc1cc(C(=O)c2ccccc2)ccc1N1CCOCC1	99	95	125	98
36	O=C(CNc1ccc(F)cc1)N/N=C1\CCc2ccccc21	101	97	104	95
37	Cc1ccccc1NS(=O)(=O)c1cc(C(=O)NCCSC2CCCCC2)ccc1C	94	98	92	98
38	CC(c1ccccc1)N1C(=O)c2ccc(C(=O)NCc3cccnc3)cc2C1=O (configuration not stated)	105	105	90	109
39	COc1ccc(OCCN2C(=O)c3ccccc3C2=O)c([N+](=O)[O-])c1	97	96	99	94
40	CCN(C(=O)CSc1nnc(SC)s1)c1c(N)n(Cc2ccccc2)c(=O)[nH]c1=O	96	96	110	96

#	AGP1-GFP MLPCN	AHR act	Efflux pump inh	CIT2 TOR yeast
33	104	0	0.2	93
34	99	7	0.9	89
35	101	10	0.0	95
36	103	0	-0.1	106
37	95	1	0.1	89
38	106	9	-5.4	93
39	98	0	-0.2	93
40	95	0	0.1	82

(cont.)
#	SMILES	RPL19A-GFP yeast	LAP4-GFP MLPCN	Yeast superoxide	MEP2-GFP yeast
41	O=C1C2C3C=CC(C3)C2C(=O)N1c1cccc2cccnc12 (configuration not stated)	99	111	97	107
42	Cc1ccc(OCCNC(=O)CCC(=O)N2CCOCC2)cc1	95	102	93	95
43	CCOC(=O)C(=CNc1cccc(C)n1)C(=O)OCC	106	110	89	99
44	CSC1=N/C(=C\c2ccc(F)cc2)C(=O)S1	103	94	113	105
45	CC12CCC3c4ccc(O)cc4CCC3C1CCC2=O (configuration not stated)	95	118	108	99
46	COc1cc(C(=O)N2CCN(C)C(C)C2)ccc1OC1CCN(C(C)=O)CC1 (configuration not stated)	100	95	92	99
47	Cc1ccc(S(=O)(=O)N2CCN(C(=O)Cn3nc(C)c([N+](=O)[O-])c3C)CC2)cc1	98	95	100	97
48	NC(=O)c1ccc(-c2nnc(Nc3ccc(S(N)(=O)=O)cc3)c3ccccc23)cc1	103	102	78	102

#	AGP1-GFP MLPCN	AHR act	Efflux pump inh	CIT2 TOR yeast
41	108	8	0.1	108
42	100	0	0.1	92
43	98	17	0.1	104
44	97	2	-0.3	99
45	80	-3	0.0	69
46	97	-6	-0.1	103
47	96	-1	0.0	99
48	103	-2	0.2	99

(more compounds)
#	SMILES	RPL19A-GFP yeast	LAP4-GFP MLPCN	Yeast superoxide	MEP2-GFP yeast
49	OC(COc1ccc2ccccc2c1)Cn1cncn1 (configuration not stated)	98	111	103	96
50	COC(=O)CCCC1=CC2=CC(=O)C(C)(OC(=O)c3cccs3)C(=O)C2=CN1C1CC1 (configuration not stated)	101	121	105	93
51	NC(=O)Cn1cc(/C=N/NC(=O)c2ccc(Cn3cc(Cl)cn3)o2)c(-c2ccccc2)n1	114	79	125	116
52	CC(OC(=O)COc1ccc(C#N)cc1)C(=O)Nc1ccc(Cl)cn1 (configuration not stated)	91	93	105	95
53	Cc1ccccc1S(=O)(=O)Cc1ccc(C(=O)NCc2cccnc2)o1	104	100	86	103
54	COc1cccc(NC(=O)COC(=O)CCn2c(C)csc2=O)c1	91	83	82	93
55	O=C(Nc1cc(C(F)(F)F)ccc1Cl)C(Sc1nnc(-c2cccs2)o1)c1ccccc1 (configuration not stated)	100	102	95	102
56	Cn1cc(CN2CCC(Oc3ccc(C(=O)N4CCCCC4)cc3)CC2)cn1	99	93	86	98

#	AGP1-GFP MLPCN	AHR act	Efflux pump inh	CIT2 TOR yeast
49	98	14	-0.1	97
50	81	2	0.1	70
51	100	.	-0.1	103
52	94	-1	-0.1	90
53	105	8	-0.2	105
54	86	3	0.1	86
55	99	10	-0.4	99
56	97	-1	0.5	97

Records 51 to 56, reprinted for reference:
#	SMILES	RPL19A-GFP yeast	LAP4-GFP MLPCN	Yeast superoxide	MEP2-GFP yeast
51	NC(=O)Cn1cc(/C=N/NC(=O)c2ccc(Cn3cc(Cl)cn3)o2)c(-c2ccccc2)n1	114	79	125	116
52	CC(OC(=O)COc1ccc(C#N)cc1)C(=O)Nc1ccc(Cl)cn1 (configuration not stated)	91	93	105	95
53	Cc1ccccc1S(=O)(=O)Cc1ccc(C(=O)NCc2cccnc2)o1	104	100	86	103
54	COc1cccc(NC(=O)COC(=O)CCn2c(C)csc2=O)c1	91	83	82	93
55	O=C(Nc1cc(C(F)(F)F)ccc1Cl)C(Sc1nnc(-c2cccs2)o1)c1ccccc1 (configuration not stated)	100	102	95	102
56	Cn1cc(CN2CCC(Oc3ccc(C(=O)N4CCCCC4)cc3)CC2)cn1	99	93	86	98

#	AGP1-GFP MLPCN	AHR act	Efflux pump inh	CIT2 TOR yeast
51	100	.	-0.1	103
52	94	-1	-0.1	90
53	105	8	-0.2	105
54	86	3	0.1	86
55	99	10	-0.4	99
56	97	-1	0.5	97

Following part:
#	SMILES	RPL19A-GFP yeast	LAP4-GFP MLPCN	Yeast superoxide	MEP2-GFP yeast
57	CCOC(=O)c1c(CS(=O)(=O)c2ccccc2)n(C)c2cc(Br)c(O)cc12	94	85	102	91
58	COc1ccc(Oc2ccccc2/C=C/C(=O)O)cc1	94	102	117	99
59	Cc1ccc(-c2noc(-c3ccccc3C(=O)N3CCN(C)CC3)n2)cc1	.	88	75	87
60	COc1cccc(CNC(=O)C2(C)Oc3ccccc3NC2=O)c1 (configuration not stated)	98	95	104	94
61	Cc1cc(NC(=O)c2cccs2)n(-c2ccccc2)n1	?	?	101	?
62	N#Cc1cc([N+](=O)[O-])cnc1N(CCO)CCO	103	102	107	104
63	Cc1c(C(=O)N2CCCC2)oc2ccc(Br)cc12	105	116	85	109

#	AGP1-GFP MLPCN	AHR act	Efflux pump inh	CIT2 TOR yeast
57	90	4	0.0	92
58	88	2	0.1	89
59	98	21	-0.2	96
60	94	-1	0.2	87
61	?	0	0.0	?
62	95	7	0.2	100
63	91	.	-0.5	98
